RBX1-CUL1 inh – inhibitors of human ROC1-CUL1 ubiquitin ligase activity. P62877+Q13616. in vitro K48 di-Ub FRET, acceptor:donor ratio, 45 min. inhibition, % at 10 µM. actives 0.6% (n = 140,000). AID 1347404; in the data active = inhibition above about 25%
Target sequence (P62877 whole entry, looked up): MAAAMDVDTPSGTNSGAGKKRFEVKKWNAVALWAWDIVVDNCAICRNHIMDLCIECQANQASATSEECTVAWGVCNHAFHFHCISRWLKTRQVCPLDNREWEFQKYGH
Target sequence (Q13616 whole entry, looked up): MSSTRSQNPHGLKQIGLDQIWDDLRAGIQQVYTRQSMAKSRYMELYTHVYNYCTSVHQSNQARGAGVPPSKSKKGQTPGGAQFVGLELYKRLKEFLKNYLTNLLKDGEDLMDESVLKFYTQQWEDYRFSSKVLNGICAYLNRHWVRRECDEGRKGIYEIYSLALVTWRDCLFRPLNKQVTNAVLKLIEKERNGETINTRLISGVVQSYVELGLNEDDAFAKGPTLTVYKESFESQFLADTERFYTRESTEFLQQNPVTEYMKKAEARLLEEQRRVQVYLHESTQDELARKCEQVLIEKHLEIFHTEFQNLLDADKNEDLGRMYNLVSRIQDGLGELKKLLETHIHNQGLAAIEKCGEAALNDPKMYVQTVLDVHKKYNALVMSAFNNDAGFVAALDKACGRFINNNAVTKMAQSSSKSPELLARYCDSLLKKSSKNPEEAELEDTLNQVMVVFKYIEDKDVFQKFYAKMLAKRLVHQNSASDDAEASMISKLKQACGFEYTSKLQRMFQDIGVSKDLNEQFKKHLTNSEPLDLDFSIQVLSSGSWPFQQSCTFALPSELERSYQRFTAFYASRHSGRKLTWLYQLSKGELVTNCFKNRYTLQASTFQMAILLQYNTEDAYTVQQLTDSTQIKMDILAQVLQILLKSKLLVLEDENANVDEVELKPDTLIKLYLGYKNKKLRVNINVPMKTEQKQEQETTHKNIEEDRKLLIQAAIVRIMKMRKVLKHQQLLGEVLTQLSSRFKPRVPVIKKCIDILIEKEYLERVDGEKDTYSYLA
An asterisk follows results filed as active. Some of the compounds tested, so the mix of outcomes need not match the whole.

RBX1-CUL1 inh	Molecule
0	CCCCN=C1SC(CC(=O)O)C(=O)CN1CCCC (stereo not given)
-5	O=C(Nc1nnc(COc2ccc(C3CCCCC3)cc2)s1)c1cccc(Cl)c1
-6	CC(C)NC(=O)c1cccc2ccccc12
1	CCCCN(C)C(=O)C1CCC(Cn2c(=O)[nH]c3ccsc3c2=O)CC1 (stereo not given)
-3	CC(C)Sc1ccc(C(C)C(=O)O)cc1 (stereo not given)
4	Cc1ccc([N+](=O)[O-])cc1NC(=O)CCc1ccccc1
0	Cc1[nH]nc2c1C(c1ccc(OC3CCCC3)cc1)C(C#N)C(=N)O2 (stereo not given)
-6	COc1ccc(-c2nc(SCC(=O)c3ccc(Br)cc3)n[nH]2)cc1
-2	CCN(CC)c1ccc(NC(=O)C2CCN(S(=O)(=O)c3ccc4c(c3)oc(=O)n4C)CC2)c(C)c1
5	COc1cc(/C=C/[C@@H]2C[C@H]3CN(Cc4ccc(C)o4)C(=O)[C@]34CCCN24)ccc1O
-4	Cc1ccc(C(=O)Nc2cccc(C(=O)O)c2C)cc1C
7	COc1ccc(NC(=O)c2cc3c(=O)[nH]c4ccccc4c3n2C)cc1Cl
3	Cc1sc2nc(/C=C/c3ccccc3)oc(=O)c2c1C
13	CCc1nc(NCC2CCCO2)c2oc3ccccc3c2n1 (stereo not given)
4	Cc1ccc(S(=O)(=O)OC2=C(Sc3ccccc3)C(=O)CC(C)(C)C2)cc1
-8	CCOc1cc(CNS(=O)(=O)c2ccc3c(c2)C(C)(C)C(=O)N3)cc(OCC)c1OCC
-3	CCn1cc(Cl)c(C(=O)Nc2ccsc2C(=O)OC)n1
-8	CCCCSc1ccccc1NC(=O)c1sc2nc(-c3cccc(OC)c3)ccc2c1N
5	O=C(c1cn[nH]c1-c1cccs1)N1CCc2[nH]nc(C3CCC3)c2C1
7	CO[C@H]1[C@H](NC(=O)COc2ccccc2)c2ccccc2C12CCN(C(=O)c1snnc1C)CC2
15	CN1C(=O)C(=Cc2ccc(OCc3ccccc3)c(Br)c2)C(=O)N(C)C1=S
-11	Cc1ccc(NC(=O)C(C)Sc2nc3ccc(NC(=O)c4ccccc4Br)cc3s2)cc1 (stereo not given)
4	O=C(Nc1nc2ccc(S(=O)(=O)N3CCCC3)cc2s1)c1cccc(F)c1
-6	c1ccc(Oc2ccc(-c3csc4nc5ccccc5n34)cc2)cc1
-2	O=S(=O)(c1ccc(Br)cc1)c1nc(-c2cccs2)oc1SCc1ccc(F)cc1

The list goes on, overlapping the part above by two compounds.
RBX1-CUL1 inh	Molecule
-6	c1ccc(Oc2ccc(-c3csc4nc5ccccc5n34)cc2)cc1
-2	O=S(=O)(c1ccc(Br)cc1)c1nc(-c2cccs2)oc1SCc1ccc(F)cc1
-3	Cc1cccc(OC(C)C(=O)NC2CC3CCC2C3)c1 (stereo not given)
0	Cc1cccc(C)c1-n1ncc(C(=O)Nc2ccc3c(c2)OCCO3)c1C1CCN(C(=O)OC(C)(C)C)CC1
-6	COc1cccc(NC(=O)c2cc(CN3CCOCC3)on2)c1
2	Cc1oc(-c2ccccc2NC(=O)C2CCC2)nc1CNC(=O)C(C)Oc1cccc(Cl)c1 (stereo not given)
-4	COCC1CCN(c2nccc(-c3c(C)nn(-c4ccccc4)c3C)n2)C1 (stereo not given)
-3	COc1ccc(N2C(=O)CS(=O)(=O)C23C(=O)N(Cc2ccc(F)cc2)c2ccc(C)cc23)cc1 (stereo not given)
-8	O=S(=O)(NCCc1ccccc1)c1ccc2c(c1)NCC2
6	Cc1ccccc1C(=O)NCCc1ccccc1
-6	O=C(COc1ccc(F)cc1)Nc1ccc2nc(SCCOc3ccccc3)sc2c1
8	Clc1nc(N2CCCCC2)nc(-n2ccnc2)n1
1	C#CCN(CC=C)C(=O)c1cc(Cn2cnc3ccccc32)[nH]n1
4	CCCCOc1ccccc1/C=C1/SC(=O)N(CN2CCN(c3ccccc3)CC2)C1=O
-6	Cc1ccc(NC(=O)C(Cc2ccccc2)NS(=O)(=O)c2cccc3nsnc23)c(C)c1 (stereo not given)
-11	CCc1nn(CCCC(=O)NCc2ccccc2OC)c(=O)c2cc3occc3n12
3	Cc1ccc(NC(=O)C2CCCN2S(=O)(=O)c2cccc3nsnc23)c(Br)c1 (stereo not given)
11	CCC(C)(C)NC(=O)C1CC(=O)N(c2cccc(C)c2)C1 (stereo not given)
-9	COc1ccc2ccccc2c1C=Nc1ccccc1Sc1c(C)n[nH]c1C
-2	O=C(CSc1nnc(-c2cccs2)n1-c1ccccc1)N1CCc2ccccc2C1
-7	CN(Cc1ccccc1)S(=O)(=O)c1ccc(-c2cnc(C3CC3)o2)cc1
1	CCCC(C)NC(=O)c1ccc2c(c1)OCCO2 (stereo not given)
14	Nc1c(-c2ccccc2)cnn1-c1nc2ccc(F)cc2s1
-5	O=c1c2ccccc2nc2n1CCN2CCc1ccccc1
0	COc1ccc(CN2CCN(C3CCN(C(C)=O)CC3)CC2CCO)c(F)c1 (stereo not given)
-1	Cc1ccc(Oc2ncccc2CNS(=O)(=O)N2CCCC2)cn1
7	O=C1/C(=C/c2ccc(F)cc2)CCc2ccccc21
0	CCOc1cc2c(cc1/C=C1/SC(=Nc3ccccc3)N(Cc3cccnc3)C1=O)OCO2
7	COC(=O)CN1C(=O)S/C(=C/c2ccc(-c3cccc(C(=O)O)c3C)o2)C1=O
-6	Cc1nc(-n2nc(C)c(CCC(C)C)c2C)sc1C(=O)Nc1ccc(Br)cc1
-9	C#Cc1cccc(C(=O)N2CCC3(CC2)c2ccccc2[C@@H](NC(=O)CC)[C@@H]3OCc2cccnc2)c1
7	Cc1ccccc1N1CCN(CC(=O)NCc2ccc(Cl)cc2)CC1
13	C=CCC(O)(CC=C)C(C)NC(=O)CCC1(Cc2cc(OC)ccc2F)CCC(=O)N1 (stereo not given)
-4	COC(=O)c1ccccc1NC(=O)c1nc(S(=O)(=O)Cc2ccccc2F)ncc1Cl
-8	COc1ccc(OC2CCN(C3CCCC3)CC2)c(C(=O)N(C)C2CCOC2)c1 (stereo not given)
-4	N#Cc1c(Nc2ccccc2)ccnc1Sc1ccccc1
-1	O=C(NNc1nc2ccccc2nc1Cl)c1ccco1
-5	Cc1cccc(N2CCN(S(=O)(=O)c3ccc4c(c3)CC(=O)N4C)CC2)c1C
6	S=C1SCCN1CN1CCN(c2ccccc2)CC1
4	CN(Cc1ccccc1)C(=O)c1nc2ccccn2c1CNC1CCOCC1
7	COc1ccc(Nc2nc3ccccc3c3nnc(C)n23)cc1Cl
4	CCCCN(CCCNC(=O)c1cc(Nc2ccccc2OC)nc2ccccc12)c1ccccc1
-2	CC(C(=O)Nc1ccc(C(=O)OC[C@@H]2CCCN3CCCC[C@H]23)cc1)N1C(=O)c2ccccc2C1=O (stereo not given in full)
-9	COc1ccc(F)cc1S(=O)(=O)Nc1ccc2c(c1)CCCN2C(=O)c1cccs1
5	Cc1nc2nc(CN3CCOCC3)n(C)c2nc1C
2	O=C(NCC(c1cccnc1)N1CCOCC1)C(=O)Nc1cccc(Cl)c1 (stereo not given)
5	S=c1oc(-c2ccco2)nn1CN1CCCCC1
-4	COc1ccc(NC(=O)CC2C(=O)N(c3ccc(F)cc3)C(=O)N2Cc2cccnc2)cc1 (stereo not given)
0	O=C(O)C(C(=O)/C=C/c1ccccc1[N+](=O)[O-])=C1SCCS1
-4	COc1ccc(Cl)cc1C(=O)Nc1nc(-c2ccc(Cl)cc2)cs1
-9	c1ccc(CC2=Nc3cccc4cccc(c34)N2)cc1
0	CC(NC(=O)c1cccs1)c1cccc2ccccc12 (stereo not given)

The list goes on.
RBX1-CUL1 inh	Molecule
4	Cc1ccc(N2C(=O)C(NC(=O)C(C)(C)C)(C(F)(F)F)C3=C2CC(C)(C)CC3=O)cc1 (stereo not given)
2	CCC(=O)Oc1c(N)sc(C(=O)Nc2cccc([N+](=O)[O-])c2)c1C
-11	Cc1ccccc1NC(=O)c1c(NC(=O)C(C)(C)C)sc2c1CCC(C)C2 (stereo not given)
3	CC(Cc1ccccn1)N1CCN(c2nc(-c3ccccc3)nc3c2CCC3)CC1 (stereo not given)
5	COc1ccc(CNC(=O)C2=CC(c3ccc(OC)c(OC)c3)=NS(=O)(=O)N2C)cc1
7	CCOC(=O)c1c(NC(=O)COc2ccccc2F)sc2c1CCCC2
5	CCOC(=O)c1ccc(Oc2coc3cc(OCC(N)=O)ccc3c2=O)cc1
-3	Cc1nc(N2CCCC(C(=O)NCc3cc(F)ccc3F)C2)nc2cc(S(C)(=O)=O)ccc12 (stereo not given)
9	CCc1nc(-c2cc(S(=O)(=O)N3CCN(c4ccccc4OC)CC3)ccc2OC)no1
1	CCc1noc(C)c1C(=O)Nc1c(F)cc(F)cc1Br
-2	CCOC(=O)c1c(C)n(CCNC(C)=O)c2ccc(O)cc12
0	CC1C(=NC(=O)c2cc(=O)c3ccccc3o2)C(=O)N(c2ccccc2)N1C (stereo not given)
-5	Cc1ccc(S(=O)(=O)NCCc2ccc3c(c2)OCO3)cc1
11	CCC(O)CN1CCN(c2ccc(C3CCCC3)cc2)CC1 (stereo not given)
6	Cc1ncc(CN2CCCC(CO)(CCc3ccccc3)C2)s1 (stereo not given)
-1	Cc1cc(Nc2ccccc2N)c(N)c(C)n1
8	CC(=O)C1C(C(C)C)C(C#N)(C#N)C2C=Cc3ccccc3N12 (stereo not given)
4	Cc1cccc(NC(=O)CSc2cn(CC(=O)N3CCCC3)c3ccccc23)c1C
0	CC(=O)N[C@@H]1[C@@H](O)[C@@H]2OC(c3ccccc3)OCC2O[C@H]1Sc1ccccc1 (stereo not given in full)
5	CN(C)Cc1ccc(Cc2ccc(Cl)cc2)cc1
0	c1ccc(CNc2nc3nonc3nc2N2CCCC2)cc1
1	Fc1cccc(-c2cnnc(NC3CCCCCC3)n2)c1
8	CSC1=NC2=NC3=C(C(=O)CC(C)(C)C3)C(c3ccc(Cl)c(Cl)c3)C2C(=O)N1 (stereo not given)
-6	CCOC(=O)Cn1c(C)c(/C=C2/SC(=Nc3cccc(C(=O)OC(C)C)c3)NC2=O)c2ccccc21
-7	COC(=O)c1ccccc1NC(=O)c1ccc(CN2CC(=O)N3CCCCC3C2=O)cc1 (stereo not given)
8	Cc1cc(C)n(C(=O)N2c3ccccc3Sc3ccccc32)n1
-13	CC(C)c1cccc(C(C)C)c1NS(=O)(=O)c1ccc(Cl)cc1
4	Cc1ccccc1CSCC(=O)Nc1cccc(N(C)S(C)(=O)=O)c1
-5	C=CCNC(=O)N1CCCC1C(=O)Nc1ccccc1-c1ccc(OC)cc1 (stereo not given)
9	CCOC(=O)C1=C(C)N=c2s/c(=C\c3cccs3)c(=O)n2C1c1ccccc1Cl (stereo not given)
1	CCc1ccc(C2C3=C(CCCC3=O)N(c3sc4c(c3C#N)CCCCC4)C(=N)C2C#N)cc1 (stereo not given)
1	Cc1coc2cc3oc(=O)c(CC(=O)NCc4ccc(F)cc4)c(C)c3cc12
-14	COc1ccccc1OCc1cc(C(=O)NCc2cnn(C)c2)n[nH]1
6	COc1ccc2c(CNCCc3cccs3)c(C(=O)O)n(Cc3ccccc3C)c2c1
-12	N#CC1C(=N)Oc2n[nH]c(-c3ccccc3)c2C1c1cc(Br)ccc1F (stereo not given)
4	CCN=C1CC=CC=C(C(=O)/C=C/c2ccc(Cl)cc2Cl)C1=O
-4	O=C(CNC(=O)c1ccccc1)NCC(=O)OCC(=O)c1ccccc1Cl
6	Cc1nc(N(C)C2CCCCC2)ncc1C(C)NC(=O)CCn1cncn1 (stereo not given)
-5	c1ccc(-c2nc3ccccn3c2SN2CCOCC2)cc1
8	Cc1sc(NC(=O)c2ccccc2)c(C(=O)O)c1-c1ccccc1
-1	CC(=O)Nc1ccc(-n2cc(I)cn2)cc1
0	OCC1CCCCN1CCNc1nncc(-c2cccc(C(F)(F)F)c2)n1 (stereo not given)
0	CCSc1nnc(NC(=O)COc2cc(Cl)c(Cl)cc2Cl)s1
2	c1ccc(CNc2ncnc3sc(C4COc5ccccc5O4)cc23)cc1 (stereo not given)
6	c1ccc(SCn2cnc3ccccc32)cc1
6	COc1cccc(Cn2nnc(C(=O)Nc3cc(C)ccc3C)c2N)c1
-2	COc1ccc(OCC(=O)Nc2ccc(/C=C/C(=O)c3ccc(Br)cc3)cc2)cc1
0	Cc1ccccc1Cc1nn2c(-c3ccc(C(F)(F)F)cc3)nnc2s1
-9	Cc1cc(C)n(-c2nc3ccccc3nc2Nc2ccc(Cl)cc2Cl)n1

Arranged by SMILES length (descending): part of the list above.
RBX1-CUL1 inh	Molecule
-9	C#Cc1cccc(C(=O)N2CCC3(CC2)c2ccccc2[C@@H](NC(=O)CC)[C@@H]3OCc2cccnc2)c1
-2	CCN(CC)c1ccc(NC(=O)C2CCN(S(=O)(=O)c3ccc4c(c3)oc(=O)n4C)CC2)c(C)c1
-8	CCOc1cc(CNS(=O)(=O)c2ccc3c(c2)C(C)(C)C(=O)N3)cc(OCC)c1OCC
-11	Cc1ccc(NC(=O)C(C)Sc2nc3ccc(NC(=O)c4ccccc4Br)cc3s2)cc1 (stereo not given)
0	CC1C(=NC(=O)c2cc(=O)c3ccccc3o2)C(=O)N(c2ccccc2)N1C (stereo not given)
-6	Cc1nc(-n2nc(C)c(CCC(C)C)c2C)sc1C(=O)Nc1ccc(Br)cc1
6	COc1ccc2c(CNCCc3cccs3)c(C(=O)O)n(Cc3ccccc3C)c2c1
-12	N#CC1C(=N)Oc2n[nH]c(-c3ccccc3)c2C1c1cc(Br)ccc1F (stereo not given)
-11	CCc1nn(CCCC(=O)NCc2ccccc2OC)c(=O)c2cc3occc3n12
-4	COCC1CCN(c2nccc(-c3c(C)nn(-c4ccccc4)c3C)n2)C1 (stereo not given)
8	CC(=O)C1C(C(C)C)C(C#N)(C#N)C2C=Cc3ccccc3N12 (stereo not given)
6	COc1cccc(Cn2nnc(C(=O)Nc3cc(C)ccc3C)c2N)c1
6	Cc1ncc(CN2CCCC(CO)(CCc3ccccc3)C2)s1 (stereo not given)
11	CCC(O)CN1CCN(c2ccc(C3CCCC3)cc2)CC1 (stereo not given)
-1	O=C(NNc1nc2ccccc2nc1Cl)c1ccco1
6	S=C1SCCN1CN1CCN(c2ccccc2)CC1

Source: PubChem BioAssay (Icahn School of Medicine at Mount Sinai)
